EPAC2 ag = qHTS for Agonist of cAMP-regulated guanine nucleotide exchange factor 4 (EPAC2): primary screen | Rap guanine nucleotide exchange factor 4 (Homo sapiens), Q8WZA2 | EPAC2 activation, biochemical qHTS; response scale: 100% = 6.5 mM cAMP response | Potency, µM (titrated, usually from 154 µM), inactives show at the top dose activation, hits mostly activators | hit rate 0.079% among 360,000 | AID 720711, 2013; further: potency means the concentration at half of the fitted maximal effect; nearly all actives have a fitted effect of over 50% in size
Target sequence (Q8WZA2 whole entry, looked up): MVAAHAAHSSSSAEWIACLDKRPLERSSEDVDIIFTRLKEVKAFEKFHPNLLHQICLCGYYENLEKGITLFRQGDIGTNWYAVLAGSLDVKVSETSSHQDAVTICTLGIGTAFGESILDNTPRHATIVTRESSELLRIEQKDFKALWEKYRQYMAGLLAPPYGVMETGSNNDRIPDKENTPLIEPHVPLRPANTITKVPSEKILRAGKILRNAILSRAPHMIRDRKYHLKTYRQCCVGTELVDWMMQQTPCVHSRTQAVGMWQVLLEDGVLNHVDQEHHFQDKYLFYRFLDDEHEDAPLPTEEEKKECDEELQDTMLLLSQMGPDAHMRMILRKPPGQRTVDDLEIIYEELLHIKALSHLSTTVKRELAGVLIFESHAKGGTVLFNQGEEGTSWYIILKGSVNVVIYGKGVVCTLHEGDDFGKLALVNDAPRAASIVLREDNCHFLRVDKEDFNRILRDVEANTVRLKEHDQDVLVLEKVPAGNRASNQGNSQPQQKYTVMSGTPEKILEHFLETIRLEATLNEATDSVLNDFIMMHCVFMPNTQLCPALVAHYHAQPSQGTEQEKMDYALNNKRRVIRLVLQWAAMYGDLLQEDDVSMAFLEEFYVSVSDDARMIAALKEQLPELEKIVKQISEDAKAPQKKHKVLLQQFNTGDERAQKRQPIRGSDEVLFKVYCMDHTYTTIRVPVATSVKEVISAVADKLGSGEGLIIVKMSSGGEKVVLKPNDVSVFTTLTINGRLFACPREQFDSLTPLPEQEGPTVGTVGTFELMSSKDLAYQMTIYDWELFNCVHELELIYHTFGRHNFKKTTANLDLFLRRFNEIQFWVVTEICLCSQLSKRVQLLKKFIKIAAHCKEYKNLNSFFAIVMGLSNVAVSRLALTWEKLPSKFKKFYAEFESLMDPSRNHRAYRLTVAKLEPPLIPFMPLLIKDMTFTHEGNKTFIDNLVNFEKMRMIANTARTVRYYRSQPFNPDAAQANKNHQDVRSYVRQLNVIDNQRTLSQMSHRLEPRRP
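Setup: EPAC2 100 nM, labeled Rap1B complex 250 nM, free GDP 50 uM. Compound titrations pinned in, brief spin, 5 min room temperature incubation. Kinetic fluorescence read over 30 min, normalized to 6.5 mM cAMP.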
Nrf2 ARE act = qHTS of Nrf2 Activators | AREc32 ARE-luciferase reporter (MCF7-derived line), luminescence, 24 h | Potency, µM (doses to about 46.1 µM), for the others: top-dose activation, most hits filed as activators | hit rate 0.31% among 410,000; further: potency means the concentration at half of the fitted maximal effect; % of control where 0% means no effect; nearly all actives have a fitted effect of over 65% in size
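AREc32 cells carrying an ARE-driven firefly luciferase reporter were seeded at 1000 cells/well in OPTI-MEM with 5% FBS, then exposed to compound for 24 hr at 37 deg C. Luminescence was read with Steady-Glo after 30 min at RT.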
Mm-Cpn inhibitor = Inhibitors of TCP-1 ring complex (TRiC) of Methanococcus maripaludis (MmCpn): qHTS; Potency, µM (top dose mostly 76.9 µM), for the others: top-dose activity, negative = inhibition, actives largely listed as inhibitors; AID 504842, 2011; hit rate 0.031% among 330,000; purified Mm-Cpn ATPase, ADP Transcreener TR-FRET; Chaperonin Mm-Cpn (Methanococcus maripaludis); further: potency means the concentration at half of the fitted maximal effect; on the % scale 0 is the no-effect control and ±100 the full control effect; nearly all actives have a fitted effect of over 80% in size
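Eu-cryptate anti-ADP/ADP-d2 competition gives a ratio inversely related to ADP. Enzyme at 25 nM was pre-exposed to compound for 10 min, then given 10 uM ATP for 30 min, 37°C throughout.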
CCT chaperon mod = High-Throughput Screening for Modulators of Cytosolic Chaperonin Activity; hit rate 0.3% among 360,000; activity change, % (test concentration not listed), hits read low; purified chaperonin ATPase assay, HTRF ADP detection, 30 min; in the data active means activity change below about -30%; further: on the % scale 0 is the no-effect control and ±100 the full control effect
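TRiC (40 or 20 nM final, by batch activity) in 30 mM Tris pH 7.4, 100 mM KCl, 5 mM MgCl2, 1 mM DTT was treated with compound at 76 uM single dose, then 10 uM ATP, 30 min at 37 °C. ADP was read by HTRF Transcreener.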
TGFb inhibitor = qHTS for Inhibitors of TGF-b; Potency, µM (series often up to 46.1 µM), without a hit: top-dose activity, negative = inhibition, hits mostly inhibitors; hit rate 1.2% among 410,000; HepG2 CAGA-GFP TGF-b/SMAD3 reporter, GFP fluorescence, 18 h; TGF-beta stimulated, 500 pg/mL final; AID 588855, 2011; further: potency means the concentration at half of the fitted maximal effect; on the % scale 0 is the no-effect control and ±100 the full control effect; nearly all actives have a fitted effect of over 65% in size
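HEPG2 CAGA-GFP cells (1000/well, DMEM with 1% FBS) were pre-incubated 2 h at 37 degrees C, given compound by pin tool, then stimulated with TGF-beta at 500 pg/mL final for 18 h before per-cell GFP fluorescence imaging.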
Nrf2 inh = Nrf2 qHTS screen for inhibitors; A549 ARE-Fluc reporter, luciferase luminescence, 18-24 h; hit rate 2.1% among 360,000; AID 504444, 2011; Potency, µM (highest dose often 46 µM), without a hit: at the top dose activity change, negative = inhibition, actives largely listed as inhibitors; further: potency means the concentration at half of the fitted maximal effect; on the % scale 0 is the no-effect control and ±100 the full control effect; nearly all actives have a fitted effect of over 60% in size
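A549 ARE_Fluc cells, 5000/well, 5% FBS OPTI-MEM; compounds in dose-response, 18-24 h at 37 °C/5% CO2; CellTiter-Fluor viability read (Ex 405/Em 525), then BugLite luciferase luminescence = Nrf2 activity.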
EPAC2 antagonist = qHTS for Antagonist of cAMP-regulated guanine nucleotide exchange factor 2 (EPAC2): primary screen; Potency, µM (top dose mostly 114 µM), inactives show at the highest dose activity, negative = inhibition, hits mostly inhibitors; AID 720708, 2013; hit rate 0.18% among 360,000; Rap guanine nucleotide exchange factor 4 (Homo sapiens), Q8WZA2; EPAC2 GEF exchange of Rap1B-BODIPY-GDP, fluorescence; further: potency means the concentration at half of the fitted maximal effect; on the % scale 0 is the no-effect control and ±100 the full control effect; nearly all actives have a fitted effect of over 45% in size; many of its hits are not listed in these tables
pAkt inh = HTS Assay for Inhibitors of Akt Phophorylation: Primary Screen; activity change, % for hits at 50 µM; AID 651550, 2012; hit rate 0.32% among 360,000; Neuro2A IGF-stimulated pAkt S473 HTRF, 20 min; active compounds read low; in the data active means activity change below about -80%; inconclusive means mostly about -51% to -80%; further: on the % scale 0 is the no-effect control and ±100 the full control effect
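Neuro2A cells in DMEM with 0.5% FBS, overnight at 37 deg C, given compound at single 50 µM final, then IGF (6 nM final) for 20 min at 37 deg C. Lysed; phospho-Akt Ser473 by HTRF after 24 h, 665/615 ratio.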
A549 viability = Nrf2 qHTS screen for inhibitors: counterscreen for cytotoxicity; hit rate 0.16% among 390,000; AID 504648, 2011; Potency, µM (titrated, usually from 46 µM), inactives show at the top dose activity change, negative = cytotoxicity, hits mostly inhibitors; A549 ARE-Fluc cells, CellTiter-Fluor viability, 18-24 h; further: potency means the concentration at half of the fitted maximal effect; on the % scale 0 is the no-effect control and ±100 the full control effect
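A549 ARE_Fluc cells in 5% FBS OPTI-MEM were exposed to compounds in concentration-response for 18-24 h at 37 deg C. Viability was read by CellTiter-Fluor fluorescence (Ex 405/Em 525) after 30 min, before the luciferase read.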
Numbers without * were called inactive; i = inactive; ? = inconclusive; · = no result given; [ ] = remark or other dose. Unless noted, the call rests on the fitted dose curve; in most records, active means well fitted curve in the direction sought with a large enough effect; inconclusive means small, poorly fitted or top-dose-only effect, or another doubt; inactive means no such curve, though single readings can be large; an effect the other way counts as inactive or inconclusive.

SMILES	EPAC2 ag	Nrf2 ARE act	Mm-Cpn inhibitor	CCT chaperon mod	TGFb inhibitor	Nrf2 inh	EPAC2 antagonist	pAkt inh	A549 viability
CCS(=O)(=O)c1ccc(C=NNc2nc3ccccc3o2)cc1	-3%	2.7%	·	-1.5	-7%	?	4%	i	1%
N#CC(c1ccccc1)c1ccc([N+](=O)[O-])cc1 (stereo not drawn)	3%	4.8%	·	1.6	-3%	·	-14%	i	·
CCOc1ccc(CCNS(=O)(=O)c2c(C)n[nH]c2C)cc1OCC	8%	0.3%	-1%	1.5	-6%	10%	4%	i	0%
Cc1ccc(-n2nnnc2SCC(=O)NC2CCCc3ccccc32)c(C)c1 (stereo not drawn)	21%	0.7%	1%	-2.1	?	?	-18%	i	-3%
CCCn1c2ccccc2c2cnn(CC(=O)N(CC)c3cc(C)ccc3C)c(=O)c21	·	-0.6%	·	·	?	-4%	·	·	4%
C/C(=N\NC(=O)CN1CCN(Cc2ccccc2)CC1)c1ccncc1	9%	-0.8%	1%	-0.3	?	-11%	2%	i	-8%
COc1ccc(N/C(N)=N/c2nc(C)c(Cc3ccccc3)c(=O)[nH]2)cc1	9%	0.3%	0%	2.5	?	-4%	5%	i	12%
CCNC(=O)N(C)c1c(CC)nc2ccc(C(=O)N3CCN(S(=O)(=O)CC)CC3)cn12	7%	0.4%[9.22 µM]	·	-3.2	22%	·	11%	i	·
COc1ccc(NC(=O)C2CCN(C(=O)Cc3ccccc3)CC2)cc1OC	-6%	-0.4%	-1%	0.5	8%	-15%	0%	i	2%
COCCNC(=S)N1CCN(S(C)(=O)=O)CC1	0%	-0.8%	6%	0.8	?	4%	0%	i	-2%
CCN(CC)CCNC(=O)COc1ccc(Cl)cc1Cl	8%	-0.8%	-6%	-9.1	7%	-10%	-2%	i	9%
Fc1ccc(-n2c(Cc3ccccc3)nnc2SCc2nc(-c3cccs3)no2)cc1	5%	-0.4%	-2%	-5.5	-26%	-19%	-10%	i	4%
C=CCn1c(C(CCCC)CC(C)O)n[nH]c1=S (stereo not drawn)	2%	-0.6%	1%	-2.2	11%	3%	4%	i	7%
Cn1/c(=N\NC(=O)c2ccccc2Cl)sc2ccccc21	4%	4.3%	-1%	-1.5	54%[activator]	?	0%	i	3%
NS(=O)(=O)c1ccc(NC2=CC(=O)C(=O)c3ccccc32)cc1	6%	3.5%	1%	-7.3	8.9µM*	-27%	?	i	0%
CC(C)(C)C(=O)COC(=O)c1cc(-c2cccnc2)nc2ccccc12	10%	-0.7%	2%	-1.4	-4%	0%	-23%	i	-3%
CN(c1ccccc1)S(=O)(=O)c1cc(C(=O)N2CCN(c3ncccn3)CC2)ccc1Cl	12%	-0.1%	2%	-0.2	-18%	?	-5%	i	-27%
O=C1c2ccccc2C(=O)C1c1ccc(O)cc1	-1%	3.4%	-4%	-3.5	-1%	-5%	-11%	i	-9%
COc1ccccc1C(=O)Nc1ccc2ccccc2c1	13%	14%	·	1.9	-12%	?	-14%	i	-6%
CC(=O)c1ccc(NC(=S)NNC(=O)NC2CCCCC2)cc1	5%	4.9%	1%	-2.9	-7%	?	10%	i	0%

Full records from above. Values in the order: EPAC2 ag | Nrf2 ARE act | Mm-Cpn inhibitor | CCT chaperon mod | TGFb inhibitor | Nrf2 inh | EPAC2 antagonist | pAkt inh | A549 viability
`C=CCn1c(C(CCCC)CC(C)O)n[nH]c1=S` (stereo not drawn) is listed as 2% | -0.6% | 1% | -2.2 | 11% | 3% | 4% | i | 7%
`O=C1c2ccccc2C(=O)C1c1ccc(O)cc1` is listed as -1% | 3.4% | -4% | -3.5 | -1% | -5% | -11% | i | -9%

Continued.
SMILES	EPAC2 ag	Nrf2 ARE act	Mm-Cpn inhibitor	CCT chaperon mod	TGFb inhibitor	Nrf2 inh	EPAC2 antagonist	pAkt inh	A549 viability
Cc1ccc(-n2nc3c(=O)n(CCCC(=O)NCc4ccccc4Cl)nc(C)c3c2C)cc1	-6%	0.0%	-5%	0.9	-30%	-1%	10%	·	1%
O=C(OCCN1CCOCC1)c1ccc(OCCN2CCOCC2)cc1	-14%	0.3%	-3%	1.1	9%	·	0%	i	11%
CC(=O)Nc1ccc(NC(=O)CCC(=O)OCC(=O)c2cccc([N+](=O)[O-])c2)cc1	11%	2.4%	0%	-2.3	-9%	7%	-8%	i	16%
O=C(O)CCN1C(=O)c2ccc(NC(=O)COc3ccccc3)cc2C1=O	-1%	-0.4%	0%	-0.9	3%	-14%	-5%	i	-2%
NC(=O)CC(NC(=O)c1ccc(Cl)cc1)C(=O)NCCc1ccc(S(N)(=O)=O)cc1 (stereo not drawn)	4%	-0.8%	3%	1.0	3%	7%	3%	i	-4%
Cc1nnc(NC(=O)CCS(=O)(=O)Cc2ccccc2)s1	7%	8.7%	2%	-1.2	10%	-20%	1%	i	?
Cc1ccc(NC(=O)CSc2nc3c(c(=O)[nH]2)CN(Cc2ccccc2)CC3)cc1Cl	·	-0.2%	·	·	-17%	-1%	·	·	-19%
COc1ccc(CNC(=O)C2(C)Cc3c(-c4ccccc4)ccnc3O2)cc1OC (stereo not drawn)	8%	-0.3%[9.22 µM]	·	-1.9	8%	·	-1%	i	·
O=C(Cn1ccc(=O)[nH]c1=O)Nc1ccc(O)c([N+](=O)[O-])c1	8%	0.1%	·	0.9	-1%	1%	0%	i	-4%
CC1CN(C(=O)c2ccc(CNS(=O)(=O)c3cccc(C(F)(F)F)c3)cc2)CC(C)O1 (stereo not drawn)	4%	0.0%	-1%	-1.7	-7%	?	-3%	i	0%
CN1CCN(CC(=O)Nc2ccc(OC(F)(F)F)cc2)CC1	9%	0.3%	2%	2.5	5%	4%	7%	i	8%
COc1ccc(NC(=O)NNC(=O)c2ccccc2-n2cccc2)cc1OC	-11%	1.6%	-7%	-2.8	20%	7%	-12%	i	7%
O=C(COC(=O)c1ccc2ccccc2c1)NCCCc1ccccc1	-1%	1.6%	1%	0.7	-12%	6%	-14%	i	1%
Cc1cccc(NC(=O)CCc2ccccc2)c1C	1%	0.7%	1%	-49*	0%	12%	-4%	i	3%
O=C(c1ccccc1Cl)N1CCC(O)(c2cccnc2)CC1	11%	-0.4%	0%	0.1	6%	2%	5%	i	0%
C=C(C)C(=O)Nc1cccc(C2=NOC3(C2)C[C@@H](C(N)=O)N(C(=O)C(=C)C)C3)c1 (stereo partly drawn)	-1%	0.5%	2%	-1.3	-4%	-15%	1%	i	-2%
CCCN1C(=O)c2ccccc2NC1c1ccc(O)c(OCC)c1 (stereo not drawn)	4%	-0.9%	-1%	-0.8	-2%	-1%	-3%	i	1%
Cc1cc(C)c(N=C2CCCN2Cc2ccccc2)c(C#N)c1	24%	0.0%	0%	1.1	?	-28%	?	i	-10%
O=C(N/N=C/c1ccc(O)cc1)c1cc(-c2ccc3c(c2)OCO3)n[nH]1	5%	2.9%	-2%	1.3	0%	6%	22%	i	0%
CCOC(=O)CSc1nc2cc(OC)ccc2cc1C#N	-5%	0.1%	-11%	3.6	13%	?	14%	i	-9%
COc1cccc(Cn2c3ccc(NC(=O)CC(C)C(F)(F)F)cc3c(=O)n2C)c1 (stereo not drawn)	2%	0.0%	·	0.5	-10%	·	-12%	i	·
CC(C)N(c1nnc(N)s1)C(C)C	0%	0.1%	0%	-2.0	-3%	-4%	8%	i	-5%
Cc1ccnc(NC(=O)c2cnc(Cl)c(Cl)c2)c1	5%	?	0%	-0.4	-6%	?	0%	i	-1%
CC(C(=O)Nc1ccccc1C(=O)O)n1c(C(F)(F)F)nc2ccccc21 (stereo not drawn)	2%	0.3%	1%	-2.5	21%	0%	-2%	i	2%
Cc1ccc(S(=O)(=O)N2CCCCC2)cc1NC(=O)CN1CCCC1c1cccs1 (stereo not drawn)	4%	-0.9%	·	-0.9	-1%	·	3%	i	·
CCOc1ccc(S(=O)(=O)NCCC(=O)OCC(=O)c2ccc[nH]2)cc1	4%	0.2%	-4%	-1.5	-5%	0%	17%	i	3%
COc1ccc(/C=N/n2c(=O)[nH]c3c([nH]c4ccc(F)cc43)c2=O)cc1CN1CCCCC1	0%	-0.3%	-1%	-2.8	-8%	2%	6%	i	-8%
CC(=O)Nc1ccc(OC(=O)C(CCS(C)(=O)=O)N2C(=O)c3ccccc3C2=O)cc1 (stereo not drawn)	14%	-0.6%	·	-0.9	-3%	-2%	-5%	i	7%
CC1(C)C(c2cccs2)=[N+]([O-])C2(CCCCC/C2=N\O)N1O (stereo not drawn)	13%	0.4%	1%	-1.6	-8%	2%	-2%	i	·
COc1ccc(OC)c(C2N=C(N)Nc3nc4ccccc4n32)c1 (stereo not drawn)	·	-0.1%	·	·	-20%	-18%	·	·	-5%
Cc1cc(O)c(C(C)C)cc1NC(=O)c1ccccc1Cl	5%	-0.5%	3%	-0.3	-5%	1%	15%	i	-2%
CCn1c(SCC(=O)c2c(N)n(C3CC3)c(=O)[nH]c2=O)nnc1-c1ccoc1C	3%	-0.2%	1%	1.0	13%	5%	1%	i	-4%
CC(C)(C)c1ccc(C(=O)Nc2ncn[nH]2)cc1	-12%	2.8%	1%	0.7	-4%	?	-5%	i	3%
O=C(NNC(=S)NC1CCCCC1)c1cccc(S(=O)(=O)Nc2ccccc2Cl)c1	-2%	0.6%	0%	-0.7	-20%	?	-4%	i	-8%

High-throughput results from PubChem BioAssay.

This is a subset. The share of hits here may be higher or lower than overall.
